Compound activity deposited in PubChem by several laboratories.
hK5 inh = blocks human kallikrein 5 protease activity | recombinant hK5, fluorogenic AMC substrate cleavage | Q9Y337 | inhibition, % at 5 µM | actives 0.59% (n = 210,000);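 active = inhibition of 40% or more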;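 note: 0% = enzyme controls without compound and 100% = no-enzyme blanks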
PERK inhibitor = human PERK inhibition, primary cell-based screen. CHO PERK-DD fusion, SEAP luminescence translation reporter. AID 1416. Q9NZJ5. inhibition, % at 5.6 µM. actives 0.17% (n = 220,000);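 active = inhibition above the mean inhibition of all tested compounds plus 3 SD, set separately per screening campaign, cut at about 2.9% in these data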;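 note: PERK kinase domain activated by AP20187 dimerizer at 100 nM; 0% = DMSO with dimerizer and 100% = rapamycin at 8.4 µM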
Target sequence (Q9NZJ5 whole entry, looked up, the tested form may be a part): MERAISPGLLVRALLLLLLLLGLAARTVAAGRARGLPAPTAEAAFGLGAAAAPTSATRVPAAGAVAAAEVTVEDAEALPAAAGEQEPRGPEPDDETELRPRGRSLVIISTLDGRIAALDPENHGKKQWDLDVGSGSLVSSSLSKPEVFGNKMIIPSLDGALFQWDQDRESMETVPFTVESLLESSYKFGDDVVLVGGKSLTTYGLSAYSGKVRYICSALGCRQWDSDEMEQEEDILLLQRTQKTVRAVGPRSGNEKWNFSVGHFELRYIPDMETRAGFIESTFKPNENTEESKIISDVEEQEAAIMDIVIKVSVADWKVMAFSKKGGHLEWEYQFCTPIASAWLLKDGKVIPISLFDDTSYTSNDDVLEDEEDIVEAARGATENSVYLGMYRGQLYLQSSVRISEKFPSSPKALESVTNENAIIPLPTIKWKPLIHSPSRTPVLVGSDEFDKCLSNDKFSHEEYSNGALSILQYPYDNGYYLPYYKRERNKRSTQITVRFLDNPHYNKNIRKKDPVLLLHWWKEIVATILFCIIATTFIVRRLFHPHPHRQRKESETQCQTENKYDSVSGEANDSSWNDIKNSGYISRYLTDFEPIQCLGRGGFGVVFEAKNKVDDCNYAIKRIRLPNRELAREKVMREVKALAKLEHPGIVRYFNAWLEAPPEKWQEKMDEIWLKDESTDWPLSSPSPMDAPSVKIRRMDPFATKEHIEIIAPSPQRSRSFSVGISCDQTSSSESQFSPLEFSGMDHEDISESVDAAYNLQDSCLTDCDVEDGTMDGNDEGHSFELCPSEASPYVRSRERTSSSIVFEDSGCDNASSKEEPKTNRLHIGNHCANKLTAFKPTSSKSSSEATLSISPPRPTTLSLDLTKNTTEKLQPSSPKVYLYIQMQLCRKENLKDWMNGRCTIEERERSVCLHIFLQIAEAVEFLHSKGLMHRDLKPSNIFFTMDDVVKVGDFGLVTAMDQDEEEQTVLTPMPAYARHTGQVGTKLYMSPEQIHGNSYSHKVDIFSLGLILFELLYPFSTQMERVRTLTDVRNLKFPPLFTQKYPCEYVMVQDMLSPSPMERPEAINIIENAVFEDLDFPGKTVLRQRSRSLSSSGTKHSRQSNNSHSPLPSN
KCC2 mod = modulators of human KCC2 chloride dependent transport; KCC2 cells, thallium flux FluoZin-2 fluorescence; actives 2.2% (n = 190,000); AID 1456; B-score of Tl+ flux slope (higher = more flux/activation; lower = inhibition) at 10 µM;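 active = thallium flux slope and its plate-corrected score both differing from the plate sample mean at a set confidence after two filtering rounds, in either direction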;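 note: slope of fluorescence scaled to starting intensity during 10 to 20 s after thallium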
p97 inhibitor = human p97 ATPase inhibition; P55072; recombinant p97 ATPase, Kinase-Glo ATP luminescence, 3 h; inhibition, % at 8 µM; actives 0.42% (n = 220,000); AID 1481; in the data active = inhibition above about 15%;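 note: 0% = DMSO vehicle and 100% = wells lacking enzyme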
Furin inhibitor = inhibitors of human furin; P09958; purified furin, fluorogenic substrate cleavage; inhibition, % at 30 µM; actives 0.061% (n = 220,000); in the data active = inhibition above about 25%; note: inactives centre near -15
FXIIa inh = blocks human coagulation factor XIIa protease activity; AID 800; actives 0.3% (n = 220,000); P00748; inhibition, % at 5 µM; purified FXIIa, Boc-QGR-AMC fluorogenic substrate, 2 h; in the data active = inhibition above about 40%;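 note: 0% = enzyme with no compound and 100% = blank without enzyme; many of its hits are not listed in these tables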
thrombin 1536 = blocks human thrombin protease activity | actives 0.26% (n = 220,000) | alpha-thrombin, Boc-VPR-AMC fluorogenic substrate cleavage | P00734 | AID 1046 | inhibition, % at 5 µM;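 active = inhibition at or above 40%; inactive = inhibition below 40%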;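 note: 0% = enzyme with no compound and 100% = wells without enzyme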
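Test system: human alpha-thrombin protein / Dosing: one concentration per compound, 5 µM, with 0.2% DMSO / Medium: pH 7.5 Tris-saline with Tween 20 / Benchmarks: no-compound enzyme wells and no-enzyme blanks / Read-out basis: percent inhibition of thrombin substrate cleavage / Timing: reaction at room temperature / Measured by: fluorescence, ex 355 nm, em 460 nm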
FXIa inh 1536 = factor XIa (human) inhibition | actives 0.14% (n = 220,000) | inhibition, % at 5 µM | AID 798 | P03951 | purified FXIa, Boc-Glu-Ala-Arg-AMC fluorogenic substrate;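 active = inhibition of at least 40%; inactive = inhibition below 40%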;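 note: fluorescence of freed AMC excited at 355 nm; 0% = enzyme without compound and 100% = no enzyme blank; many of its hits are not listed in these tables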
Wee1 stabilizer = inhibitors of human Wee1 degradation; HeLa Luc-Wee1K328M stability, luciferase luminescence; 100% = proteasome inhibitor MG132 effect; AID 1321; actives 1.2% (n = 220,000); reporter increase, % at 5 µM;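 active = activation above the mean of all tested compounds plus 3 SD, set per screening run, cut at about 8.8% in these data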;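 note: cells exposed to compound for 20 h before luminescence read; 0% = DMSO alone and 100% = MG132 at 30 µM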
* marks the source's active call; other numbers are inactive results; · = not tested or not shown; [ ] = remark or other dose.

SMILES	hK5 inh	PERK inhibitor	KCC2 mod	p97 inhibitor	Furin inhibitor	FXIIa inh	thrombin 1536	FXIa inh 1536	Wee1 stabilizer
Cc1ccc(C(O)c2cccnc2)o1 (centres undefined)	-15	1.2	·	0	-16	8	-1	2	0
CN(c1cccc(NC(=O)CN(c2cccc(F)c2)S(C)(=O)=O)c1)S(C)(=O)=O	-1	1.4	0.071	1	-37	11	-6	-4	0
Cc1ccc(SCC(=O)NN=C2CCN(C)CC2)cc1	6	0.2	1.5	5	-22	3	-1	-2	0
CCCn1c(SCC(=O)N2CCc3ccccc32)nnc1-c1ccco1	-2	-1.4	-0.27	-1	-11	-2	-5	-17	-1
CC(C)Cn1c(C(C)C)nc([N+](=O)[O-])c1Sc1ccc(Cl)cn1	-3	0.0	-1.3	4	4[20 µM]	20	6	10	-1
CCOc1cc(C(=O)Nc2ccc3c(c2)OCO3)ccc1OCCOc1ccccc1Cl	6	1.7	0.4	0	-14[20 µM]	-11	0	-9	1
NC(=NCCc1c[nH]c2ccccc12)NC(=O)c1ccc(F)cc1	-1	-1.4	0.01	-4	2	5	-4	-2	-2
CCCCNC(=O)c1ccc2c(c1)N(CC)C(=O)CS2	-15	-0.7	·	-1	-13	9	4	5	-2
CCCOc1ccc(/C=C/C(=O)O)cc1OC	-25	1.9	-0.056	4	-20	-9	-2	-6	0
COc1cccc(N2C(=O)[C@H]3C(C(=O)c4cnccn4)=NN[C@H]3C2=O)c1	4	0.9	0.062	7	-15	5	-3	-2	21*
O=C(O)c1ccc(/C=N/Nc2ncc(C(F)(F)F)cc2Cl)cc1	2	1.1	0.29	-2	-12	5	2	12	1
CCNC(=O)CN(c1ccc(CC)cc1)S(C)(=O)=O	1	0.9	0.37	3	-19[20 µM]	9	0	1	2
CCOC(=O)CSc1nc2cc3c(cc2cc1CC)OCCO3	-3	0.5	-0.72	-9	-8[20 µM]	22	9	11	-2
Cc1cc(C(=O)NCc2ccco2)on1	-4	0.0	·	-11	-22	7	-7	-1	-1
CCNC(=S)N(CCc1c(C)[nH]c2ccccc12)Cc1cc(OC)c(OC)c(OC)c1	-11	-1.2	-0.2	-1	-19	-1	-3	-6	-2
OCCC1CN(Cc2nc(-c3ccc(F)cc3)cs2)CCN1CCc1ccccc1 (centres undefined)	·	-0.6	-2.8	-4	-14	5	-8	-4	-1
COc1ccccc1C(CC(=O)c1ccccc1)CC(=O)c1ccccc1	0	-0.1	0.28	1	-12	8	-2	4	5
COc1cc(NC(=O)C2CCCO2)c(C(=O)O)cc1OC (centres undefined)	2	1.2	-0.26	3	-29[20 µM]	6	-6	-7	1
COc1ccc2[nH]cc(S(=O)(=O)c3ccc(F)cc3)c(=O)c2c1	3	-0.7	·	-4	-5	4	4	-1	0
COc1ccc(CC(=O)Nc2cccc(-c3ccc4nncn4n3)c2)cc1OC	-3	-0.3	0.026	1	-14	6	-7	-6	0
COc1ccc(OC)c(NC(=S)NCc2ccc(S(N)(=O)=O)cc2)c1	-3	1.3	0.16	2	-14	4	0	-2	5
CCn1c(SCC(=O)Nc2ccccc2)nnc1-c1cccs1	-2	0.9	·	5	4	2	-7	-3	-1
CCCSCCCNC(=O)c1cc2c(s1)CS(=O)(=O)C2	-8	-0.5	-0.17	0	-6[20 µM]	6	0	0	1
CC(=O)Nc1ccc(CN2CCN(CC=C(C)C)C(CCO)C2)cc1 (centres undefined)	2	0.5	0.3	4	-33	0	-6	-3	3
Nc1cc(Cl)ccc1N1CCCCC1	-4	0.4	0.51	-3	-26	3	-10	-4	-5

Part of the list above, with two lines to a compound.
Results follow in this order: hK5 inh	PERK inhibitor	KCC2 mod	p97 inhibitor	Furin inhibitor	FXIIa inh	thrombin 1536	FXIa inh 1536	Wee1 stabilizer
COc1ccc(CC(=O)Nc2cccc(-c3ccc4nncn4n3)c2)cc1OC
  -3	-0.3	0.026	1	-14	6	-7	-6	0
COc1ccc(OC)c(NC(=S)NCc2ccc(S(N)(=O)=O)cc2)c1
  -3	1.3	0.16	2	-14	4	0	-2	5
CCn1c(SCC(=O)Nc2ccccc2)nnc1-c1cccs1
  -2	0.9	·	5	4	2	-7	-3	-1
CCCSCCCNC(=O)c1cc2c(s1)CS(=O)(=O)C2
  -8	-0.5	-0.17	0	-6[20 µM]	6	0	0	1
CC(=O)Nc1ccc(CN2CCN(CC=C(C)C)C(CCO)C2)cc1 (centres undefined)
  2	0.5	0.3	4	-33	0	-6	-3	3

(more compounds)
SMILES	hK5 inh	PERK inhibitor	KCC2 mod	p97 inhibitor	Furin inhibitor	FXIIa inh	thrombin 1536	FXIa inh 1536	Wee1 stabilizer
COc1ccc(OC)c(CNn2c(-c3ccccc3F)nc3ccccc3c2=O)c1	1	-0.7	-2.5	4	-29	7	-2	-2	0
CC1CCN(C(=O)CSc2nc(N)c3c4c(sc3n2)CN(C)CC4)CC1	-18	0.7	0.13	0	-37	14	-2	7	2
CCOc1ccccc1N(C(=O)c1snc(C(N)=O)c1N)C(C(=O)NCCC(C)C)c1ccco1 (centres undefined)	-24	-1.5	-1.9	-5	-13	18	0	3	1
CC(=O)/C(N=Nc1ccc(SC(F)F)cc1)=C(\C)O	1	1.3	-0.26	0	-9	9	-1	-1	0
Cc1ccc(C)n1-c1ccc(NC(=O)c2ccccc2)cc1	-14	-0.7	-2	4	-8	-1	-9	1	-2
Cc1ccc(C(=O)CSc2nc3ccccc3c(=O)n2N)o1	-18	-0.3	-0.8	6	-7	14	5	4	4
COC(=O)C(CCSC)NC(=O)Cn1ncc2c(=O)oc3ccc(C)cc3c21 (centres undefined)	-1	0.7	-0.29	3	-8	14	-1	5	1
O=c1c(Cc2c(F)cccc2Cl)c(O)ccn1CCc1c[nH]c2ccccc12	-9	1.0	-1.5	0	-15	4	-1	-6	3
CSc1nc2ccc(NS(=O)(=O)c3c(Cl)cccc3Cl)cc2s1	0	0.7	-2.4	-1	-11	6	4	5	-2
C[C@H]([C@@H](N)C(=O)N[C@@H](C(=O)O)[C@@H]1O[C@H](n2ccc(=O)[nH]c2=O)[C@@H](O)[C@H]1O)[C@@H](O)c1ccc(O)cn1	-3	0.5	0.69	-5	-14	1	-3	-9	6
COC(=O)C(NS(=O)(=O)c1ccc(F)cc1)c1ccccc1 (centres undefined)	-3	1.0	-0.29	0	-23	6	6	-1	-2
COc1cc2[nH]c(=S)n(Cc3ccccc3)c(=O)c2cc1OC	0	-0.8	2.4	3	-34	7	-7	-4	-1
O=C(NCCCO)NC12CC3CC(CC(C3)C1)C2	10	-0.3	·	-1	-4[20 µM]	28	11	14	0
O=C(O)C1CSCN1S(=O)(=O)c1cccc2nsnc12 (centres undefined)	-10	·	·	·	·	-12	-6	-17	·
O=C(c1cc2cc([N+](=O)[O-])ccc2oc1=O)N1CCN(C2CCCCC2)CC1	0	1.4	0.18	1	-28	4	-9	-2	-1
COc1ccc(Cl)cc1NC(=O)CC(C)c1ccccc1 (centres undefined)	-1	-1.9	·	-4	-18[20 µM]	8	-8	-18	4
COC(=O)c1ccc2c(c1)C(C)(C)C(/C=C/c1ccc(O)cc1)=[N+]2C	-8	-1.1	0.62	3	18[20 µM]	13	1	1	6
Cc1ccc(S(=O)(=O)/N=C(/Nc2nc(C)cc(C)n2)N2CCOCC2)cc1	·	0.7	0.57	1	-14[20 µM]	·	·	·	-2
CC(C)CC(C(=O)OCC(=O)c1c(N)n(C)c(=O)n(C)c1=O)N1C(=O)c2ccccc2C1=O (centres undefined)	-20	-0.2	1	3	-9	-5	-11	-3	-1
Cc1c(C(=O)NCCN2CCOCC2)sc2nc(-c3ccc(F)cc3)cn12	·	0.7	-3	-1	-17[20 µM]	·	·	·	-1
CCn1c(SCC(=O)N2CCCc3ccccc32)nnc1-c1ccco1	-26	-0.2	-0.27	0	-14	8	1	-13	2
O=[N+]([O-])c1ccc(S(=O)(=O)CC(CN2CCOCC2)N2CCOCC2)cc1 (centres undefined)	2	1.0	·	3	-24	2	0	-4	-2
CCNc1nc(C23CC4CC(CC(C4)C2)C3)cs1	-10	0.9	1.9	3	-21	0	-17	-2	5
COC(=O)CCN(C(=O)c1ccc(N2CCCC2)c([N+](=O)[O-])c1)c1ccccn1	-1	0.0	0.0075	-2	-9	11	-3	12	-1
CN1CCN(CCNC(=O)c2cn(Cc3ccccc3F)nn2)CC1	20	0.4	1.6	-4	-11	60*	15	29	0

Carrying on.
SMILES	hK5 inh	PERK inhibitor	KCC2 mod	p97 inhibitor	Furin inhibitor	FXIIa inh	thrombin 1536	FXIa inh 1536	Wee1 stabilizer
CC(C)Cn1c(N)c(C=O)c(=O)[nH]c1=O	1	1.2	0.42	3	-18	6	-1	-2	-3
COc1ccc(CCNC(=O)COc2ccc(S(=O)(=O)N3CCCC3)cc2)cc1	1	0.0	·	2	-25	7	-7	-3	0
CC(=O)Nc1nc2cc3c(cc2s1)OCO3	0	1.0	·	-11	0	12	0	7	0
CC(Sc1nnc(C(F)(F)F)n1C)C(=O)Nc1ccc(S(N)(=O)=O)cc1 (centres undefined)	-5	0.6	1.6	-9	-10	8	2	-2	0
COc1cc2[nH]c(=O)n(CCC(=O)NC3CCCC3)c(=O)c2cc1OC	-11	0.5	0.27	4	-14	13	5	2	-1
COc1ccc(-n2nnnc2SCC(=O)N2CCOCC2)cc1	-3	0.3	0.18	4	-22	11	-4	2	-1
CCOc1ccccc1N1CCN(S(=O)(=O)c2ccc(F)c(F)c2)CC1	5	1.4	-0.97	2	-17	2	-2	-2	-1
Cn1c(NCCO)nc2c(c1=O)C1(CCCCC1)Cc1ccccc1-2	8	0.2	-0.7	-5	-68	16	-16	14	-2
Cc1cccc(NNC(N)=S)c1	-2	0.2	0.13	3	-24	6	1	0	-1
O=C(Nc1ccc(Cl)cc1)C1CCC(=O)N1Cc1ccccc1Cl (centres undefined)	-12	0.8	-0.86	-1	-4	10	7	0	7
CCCCSc1nnc(NC(=O)CCc2ccccc2)s1	-9	2.8	·	0	-16[20 µM]	13	3	6	0
O=C(NNC(=O)c1cccnc1SCc1cccc([N+](=O)[O-])c1)c1ccc(F)cc1	-18	-0.3	0.62	6	-21	9	-1	7	-1
Cc1cc(C)n(-c2c(C)[nH]c3ccccc23)n1	-20	1.8	-0.16	-1	-29	0	0	-6	-3
CCCSc1n[nH]c(NC(C)=O)n1	9	1.3	·	-3	-15	10	-3	1	-1
Cc1nc2ncnn2c(C)c1Cc1ccc(Cl)cc1F	-11	1.1	-0.64	2	-12	19	1	10	1
O=C(c1n[nH]c2ccccc12)N1CCCCC1	4	0.7	0.42	-5	-7	14	1	8	2
CC(C)(C)c1ccc(S(=O)(=O)N(CCCN2CCOCC2)Cc2cccs2)cc1	-8	-1.1	0.12	-2	-25	11	-6	5	-2
CCCC1S/C(=N/N=C/c2ccc(C)cc2)N(Cc2ccc(OC)cc2)C1=O (centres undefined)	-6	0.8	-0.39	4	-20[20 µM]	9	-1	0	6
O=C1OCCC1Sc1nc2ccccc2c(=O)n1Cc1ccc(F)cc1 (centres undefined)	-12	0.7	39*	3	-23	13	-1	7	-3
C=CCn1c(CC(=O)OC)csc1=Nc1ccc(C(C)=O)cc1	-17	0.1	-0.62	-2	-12	18	3	6	-2
CN(C)S(=O)(=O)c1cccc(NC(=O)CSc2nncn2C)c1	3	0.9	0.064	2	-11	5	-8	4	0
COc1cc2c(cc1Cl)/C(=C\CCN(C)C)c1ccccc1S2	-20	-0.8	2	-1	8	13	-2	39	-1
O=P1(O)C=C(c2ccccc2)OC(c2ccccc2)=C1	4	-0.1	1.3	3	-14	8	-8	3	3
COc1ccc(CNC(=O)C2CCN(S(=O)(=O)c3cccc4cccnc34)CC2)cc1	-5	-0.2	1	4	-16	13	3	8	0
